High-throughput results deposited in PubChem BioAssay by several laboratories.
EBNA-1 inh = blocks EBNA-1 binding to DNA; EBNA-1 DNA binding, fluorescence polarization; inhibition, % at 14.8 µM; hit rate 0.34% among 300,000; in the data active = inhibition above about 28%
TPT1 inhibitor = C. albicans TPT1 enzyme inhibition | recombinant caTPT1, FP RNA substrate dephosphorylation | inhibition, % at 5 µM | hit rate 0.81% among 300,000 | AID 1962;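 active = inhibition above the mean of all tested compounds plus 3 SD, set per screening campaign, cut at about 24% in these data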;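 note: plate controls were DMSO alone for no effect and ferristatin control at 100 nM for full effect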
PP1 inh = counter-screen for PP5 inhibitors: inhibitors of human PP1-alpha | P62136 | purified PP1alpha, OMFP fluorescence | inhibition, % at 6.7 µM | hit rate 0.9% among 320,000 | AID 2235;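 active = inhibition above the mean inhibition of all tested compounds plus 3 SD, computed separately for each screening campaign, cut at about 15% in these data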
Efflux pump mplx = blocks antifungal efflux pumps in multiplex yeast assay | S. cerevisiae Candida pump triplex, Nile Red efflux | inhibition, % at 10 µM | hit rate 0.44% among 330,000 | AID 485275;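 active = plate passing quality check with inhibition over a set limit, or well fluorescence over plate mean plus 4 SD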;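 note: Nile Red retained in pooled yeast measured as flow cytometry median fluorescence; 0% = buffer negative control and 100% = Enniatin B positive control; higher means more Nile Red kept so more efflux inhibition; some compounds called inactive have numbers as strong as hits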
core dimer inh = blocks dimerization of HCV core protein | hit rate 0.33% among 300,000 | AID 1899 | TR-FRET GST/Flag-core106 dimerization, 1536-well | inhibition, % at 5 µM;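 active = inhibition above the mean of all tested compounds plus 3 SD, set per screening campaign, cut at about 45% in these data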
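Assay system: GST-tagged and Flag-tagged HCV core protein residues 1-106 / Times: compound-protein-antibody incubation 4 h at 22.5 °C / Signal: time-resolved FRET, ex 340 nm, em 617 and 671 nm / Evaluation: % inhibition based on acceptor/donor emission ratio / Benchmarks: wells lacking GST-core106 and wells with excess unlabelled core106 / Repeats: singlicate, one well per compound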
PP5 primary = blocks human protein phosphatase 5 activity; AID 1987; P53041; hit rate 0.18% among 320,000; purified PP5c, OMFP substrate fluorescence; inhibition, % at 6.7 µM;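 active = inhibition above the campaign's mean inhibition across all tested compounds plus 3 SD, cut at about 9.5% in these data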;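 note: 0% = DMSO only and 100% = 100 µM cantharidin control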
Fh CTSL1 inh = counter-screen for PFM18AAP inhibitors: inhibitors of F. hepatica cathepsin L1 | AID 1906 | recombinant F. hepatica cathepsin L1, Z-Leu-Arg-MCA fluorescence | hit rate 0.49% among 300,000 | inhibition, % at 5.96 µM;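 active = inhibition above the mean of all tested compounds plus 3 SD, set per screening campaign, cut at about 17% in these data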;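 note: 0% = plate median of test compound wells and 100% = 1 µM Z-Phe-Ala-diazomethylketone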
ZTA DNA inh = ZTA (EBV) inhibition in EBNA-1 counter-screen | P03206 | ZTA-DNA binding, fluorescence polarization | inhibition, % at 11 µM | hit rate 0.15% among 320,000; in the data active = inhibition above about 33%
Target sequence (P03206 whole entry, looked up): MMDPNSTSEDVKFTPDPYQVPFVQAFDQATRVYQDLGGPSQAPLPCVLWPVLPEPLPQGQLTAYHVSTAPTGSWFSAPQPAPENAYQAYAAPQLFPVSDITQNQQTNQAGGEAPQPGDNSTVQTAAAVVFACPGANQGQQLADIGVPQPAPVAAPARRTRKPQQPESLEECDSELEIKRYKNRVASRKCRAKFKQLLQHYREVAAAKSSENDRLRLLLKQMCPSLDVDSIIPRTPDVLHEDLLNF
PREPL inh = human PREPL enzyme inhibition; inhibition, % at 5.96 µM; recombinant PREPL, fluorescence polarization activity-based probe; Q4J6C6; hit rate 0.68% among 320,000; in the data active = inhibition above about 43%;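 note: 0% = enzyme with DMSO and 100% = wells lacking enzyme; many of its hits are not listed in these tables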
Target sequence (Q4J6C6 whole entry, looked up): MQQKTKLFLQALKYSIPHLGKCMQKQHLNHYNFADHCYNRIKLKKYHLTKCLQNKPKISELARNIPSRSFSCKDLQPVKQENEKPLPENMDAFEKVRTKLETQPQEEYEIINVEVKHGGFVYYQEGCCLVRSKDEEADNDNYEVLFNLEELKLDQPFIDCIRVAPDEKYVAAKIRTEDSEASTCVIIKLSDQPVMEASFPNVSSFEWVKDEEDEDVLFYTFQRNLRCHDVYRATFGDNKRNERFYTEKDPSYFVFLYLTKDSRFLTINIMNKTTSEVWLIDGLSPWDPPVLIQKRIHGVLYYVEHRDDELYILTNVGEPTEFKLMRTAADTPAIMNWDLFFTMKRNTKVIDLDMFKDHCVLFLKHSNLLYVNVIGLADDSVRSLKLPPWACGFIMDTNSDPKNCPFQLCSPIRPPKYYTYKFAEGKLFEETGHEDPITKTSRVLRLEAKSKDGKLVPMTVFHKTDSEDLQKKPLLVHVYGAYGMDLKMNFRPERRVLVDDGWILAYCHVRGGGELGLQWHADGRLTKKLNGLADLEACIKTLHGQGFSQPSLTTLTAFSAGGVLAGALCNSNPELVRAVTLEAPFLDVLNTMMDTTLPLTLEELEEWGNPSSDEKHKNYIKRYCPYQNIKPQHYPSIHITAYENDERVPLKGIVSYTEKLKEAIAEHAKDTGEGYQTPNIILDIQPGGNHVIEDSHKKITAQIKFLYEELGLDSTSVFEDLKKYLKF
The depositor's hits bear a star; . = not tested or not shown.

| molecule | EBNA-1 inh | TPT1 inhibitor | PP1 inh | Efflux pump mplx | core dimer inh | PP5 primary | Fh CTSL1 inh | ZTA DNA inh | PREPL inh |
| --- | --- | --- | --- | --- | --- | --- | --- | --- | --- |
| COC(=O)c1cn(CC(=O)NCc2cccs2)c2ccccc12 | 5 | -7 | -1 | -0.1 | 0 | -0.7 | 1 | -4 | -6 |
| COc1ccc(NC(=O)CSCC(=O)N2CCN(C(=O)c3ccco3)CC2)cc1 | . | . | 1 | 0.0 | . | -0.6 | . | -4 | 3 |
| Cc1nnc(SCC2=C(C(=O)O)N3C(=O)C(NC(=O)Cn4nc(C(F)F)c(Cl)c4C)C3SC2)s1 (centres undefined) | -1 | 6 | -1 | 0.2 | -2 | -4.5 | -1 | 8 | 4 |
| CC1CN(C(=O)COc2ccc3ccccc3c2Br)CC(C)O1 (centres undefined) | -2 | 0 | -1 | 0.0 | -2 | 4.1 | -3 | -3 | 22 |
| Cc1cc(=O)oc2c(CN3CCN(CCO)CC3)c(O)ccc12 | -6 | -1 | 2 | 0.0 | -12 | 1.4 | -1 | -13 | 7 |
| Cc1c(NC(=O)/C(C#N)=C/c2c(Oc3ccccc3)nc3ccccn3c2=O)c(=O)n(-c2ccccc2)n1C | 18 | -1 | 0 | 0.2 | 0 | 0.3 | -3 | -4 | -2 |
| CC1CCN(S(=O)(=O)c2ccc(NC(=O)Cc3cccs3)cc2)CC1 | -11 | 7 | 0 | 0.0 | 65* | 6.4 | -7 | -3 | 21 |
| O=C1c2ccccc2C(O)N1Cc1ccc2c(c1)OCO2 (centres undefined) | -20 | -1 | 1 | -0.2 | -1 | 5.1 | -2 | -7 | -7 |
| Nc1ccccc1Sc1c[nH]c2ccccc12 | 10 | -3 | 1 | 0.5 | -6 | 3.5 | 7 | 5 | 25 |
| COc1ccc2c(c1OC)c(=O)n1c3ccc(OC(C)C(=O)NCCN4CCOCC4)cc3c3ccnc2c31 (centres undefined) | -2 | -7 | 1 | 0.4 | 1 | 3.6 | 7 | -4 | 10 |
| Cc1ccc(S(=O)(=O)Nc2ccccc2CNc2ncc(Br)cc2Br)cc1 | 14 | -5 | 1 | -0.5 | -2 | 4.5 | -2 | 6 | -9 |
| CCCCNC(=O)CSc1nc2cc3c(cc2c(=O)n1CCCN(CC)CC)OCO3 | -7 | 0 | -2 | 0.0 | -1 | 2.6 | 0 | 1 | 13 |
| CCN1C(=O)C(CC(=O)Nc2ccc(F)cc2)N(CCc2ccc(OC)cc2)C1=S (centres undefined) | 5 | -7 | 2 | -0.1 | 1 | 5.2 | 0 | 2 | 13 |
| O=C(Nc1ccc(F)cc1)Nc1ccccc1NS(=O)(=O)c1cccs1 | 15 | 6 | -1 | 0.0 | 1 | 5.9 | -2 | -4 | -1 |
| CC1(C(=O)NC2CCCCCCC2)CCC(=O)N1CCN1CCOCC1 (centres undefined) | -5 | 2 | 0 | 0.0 | 0 | 3.3 | -2 | -3 | 7 |
| CC1=C(C(=O)Nc2ccccc2C)C2(CCCCC2)C(C(N)=O)C(=S)N1 (centres undefined) | 10 | 3 | 1 | -0.1 | 4 | -0.1 | 1 | 5 | 4 |
| COc1ccc(CNC(=O)CCNC(=O)N2CCn3c2nc2ccccc23)cc1 | 0 | -3 | -1 | -0.1 | 6 | 0.6 | 0 | -3 | -4 |
| O=C(NN=C1CCCCCCCCCCC1)c1cccnc1 | 3 | -2 | 2 | -0.2 | -6 | 2.2 | 1 | 3 | 6 |
| CCNCC(=O)Nc1ccc(N2CCOCC2)cc1 | -2 | 2 | 12 | 0.0 | -2 | -0.5 | -2 | -8 | -3 |
| O=C(Nc1nccs1)C1CC(=O)N(c2ccc(F)cc2)C1 (centres undefined) | -2 | 1 | -5 | 0.1 | 4 | 0.9 | -3 | 6 | -6 |
| CC(C)(C)n1nc2c(c1NC(=O)c1ccc(S(=O)(=O)N3CCCC3)cc1)CSC2 | 0 | 3 | 6 | 0.0 | 41 | 3.7 | 0 | 13 | 9 |
| Cc1n[nH]c(=O)nc1N1CCN(c2ccccc2)CC1 | 7 | -6 | -3 | -0.2 | -5 | -2.8 | 5 | 7 | 6 |
| Cc1cc(NS(=O)(=O)c2c(C)c(C)cc(C)c2C)no1 | 5 | -4 | 1 | 0.0 | -6 | 2.0 | -1 | -8 | 10 |
| COc1ccc(Nc2oc(-c3ccc(OC)cc3)nc2C#N)cc1 | -1 | 2 | 4 | 0.1 | -4 | 3.0 | 3 | -9 | 21 |
| N#C/C(=C/c1ccc(N2CCCCC2)cc1)c1cccc(F)c1 | 4 | 14 | 0 | -0.2 | -4 | 1.1 | -7 | 1 | -9 |
| CNc1nc(SCc2ccccc2Cl)nc2c1CCCC2 | 1 | 4 | 4 | -0.1 | 0 | 2.7 | 0 | 12 | 15 |
| O=C(NCc1ccco1)c1cc(-c2ccc3c(c2)OCO3)on1 | 18 | 1 | -8 | 0.1 | -4 | 2.2 | 4 | 8 | 8 |
| COc1ccccc1C(=O)NC(=S)NNC(=O)c1sc2ccccc2c1Cl | -3 | -5 | -2 | -0.3 | -5 | -0.3 | 2 | -3 | 11 |
| CCCNC(=O)CCc1nnc2ccc(N3CCC(C)CC3)nn12 | -4 | 0 | 1 | 0.1 | 1 | 0.5 | 0 | 7 | 0 |
| Cc1ccc2nc(/N=C(\N)NC(=O)NC3CCCCC3)nc(C)c2c1 | -6 | -1 | 22* | 0.0 | -2 | 1.6 | -2 | -3 | 1 |
| CCN(CC)CCN1C(=O)c2ccccc2NC1c1ccc(C)cc1 (centres undefined) | 7 | 1 | -2 | 0.2 | -1 | -0.2 | 1 | 6 | -5 |
| Cc1cc(C(=O)OCC(=O)NCc2ccc(F)cc2)c2ccccc2n1 | . | . | -1 | -0.1 | . | 1.3 | . | -11 | -4 |
| COc1ccc2nc(NC(=O)c3ccccc3F)sc2c1 | -1 | 1 | -2 | 0.0 | 4 | 3.7 | -2 | 13 | -4 |
| O=C(NCc1ccc(Cl)cc1)c1ccc(CNc2c(N3CCOCC3)c(=O)c2=O)cc1 | 10 | -4 | 0 | -0.1 | -1 | 3.0 | 0 | -1 | 11 |
| COc1cc(CN2CCN(c3ncccn3)CC2)cc(OC)c1 | -11 | 1 | 3 | 0.0 | -2 | 3.2 | -3 | 4 | -7 |
| Cc1cc(C(=O)CCl)c(C)n1Cc1ccco1 | 10 | 1 | -1 | 0.0 | 9 | -1.1 | 10 | 10 | 4 |
| CN(C)c1ccc(/C=C(\C#N)C(=O)NCc2ccco2)cc1 | 44* | 43* | 6 | 0.8 | -22 | 2.7 | 3 | 24 | 3 |
| COc1ccc(NC(=O)Nc2cc3oc4ccccc4c3cc2OC)cc1 | -14 | -2 | 2 | -0.1 | 7 | 5.0 | -1 | 2 | 5 |
| O=C(CCCCn1c(=O)c2ccccc2n(Cc2ccc(F)cc2)c1=O)NCc1ccco1 | -2 | -5 | -1 | 0.1 | 1 | 1.6 | 0 | -6 | -3 |
| Nc1c2c(nc3sc4c(c13)CCCCC4)CCCCC2 | -2 | -3 | 1 | 0.1 | -6 | 3.3 | 1 | -6 | 13 |
| O=c1[nH]c(CSc2nnc(-c3ccccc3)n2C2CCCCC2)nc2ccccc12 | -10 | -1 | 0 | 0.2 | 5 | 2.6 | 2 | 15 | 5 |
| Cc1nc2c(ccc3nc(NC(=O)c4ccc5c(c4)OCCO5)sc32)s1 | -6 | -3 | 0 | 0.0 | 10 | 2.8 | 1 | -5 | 10 |
| O=C(/C=C/c1ccccc1)Nc1nnc(-c2ccco2)o1 | 8 | -1 | 1 | -0.1 | 9 | 0.4 | 3 | 13 | 7 |
| Cc1cccc(NC(=O)/C=C/c2cccs2)n1 | -2 | 1 | 5 | 0.0 | -5 | 3.6 | 4 | -1 | 4 |
| Cc1ccc(C(=O)N[C@H](C(=O)OCC(=O)Nc2cccc(S(N)(=O)=O)c2)C(C)C)cc1 | -3 | -4 | 1 | 0.0 | 2 | 2.2 | -39 | 17 | 0 |
| COC(=O)/C=C/c1c(C)nc(NCc2ccccc2)nc1Cl | 6 | 4 | 3 | 0.0 | -6 | 3.5 | 4 | 2 | 3 |
| Cn1nc(C(=O)N2CCCC2)c2ccccc2c1=O | 4 | -6 | -2 | -0.1 | 1 | -0.8 | -3 | -1 | -9 |
| O=C(c1ccc(Br)o1)N1N=C(c2ccc(Cl)cc2)CC1c1ccco1 (centres undefined) | 2 | 3 | 5 | 0.1 | 30 | 1.2 | 0 | 13 | -8 |
| CCCC1(C(=O)OCC)NC(c2ccc(N(C)C)cc2)C2C(=O)N(c3ccc4c(c3)OCCO4)C(=O)C21 (centres undefined) | 4 | -6 | 0 | -0.1 | 5 | 2.2 | -2 | -2 | -4 |
| CCN(C(=O)CN1CCN(c2ccccc2O)CC1)c1c(N)n(Cc2ccccc2)c(=O)[nH]c1=O | 6 | -1 | -4 | 0.0 | -1 | -1.1 | 1 | 17 | 11 |

Next section:
| molecule | EBNA-1 inh | TPT1 inhibitor | PP1 inh | Efflux pump mplx | core dimer inh | PP5 primary | Fh CTSL1 inh | ZTA DNA inh | PREPL inh |
| --- | --- | --- | --- | --- | --- | --- | --- | --- | --- |
| C=C1C(=O)O[C@H]2C[C@]3(C)C([C@@H](OC(=O)/C(C)=C/C)[C@H]12)[C@](C)(O)CC[C@H]3O (some centres undefined) | 8 | -2 | -1 | -0.2 | 2 | -1.4 | 4 | 4 | -7 |
| CCCOc1ccc(CSC(CC(=O)O)C(=O)O)cc1 (centres undefined) | -10 | -5 | 0 | 0.1 | -1 | 2.7 | -4 | -2 | 4 |
| C/C(=N/Nc1nc(-c2ccccc2F)nc2ccccc12)c1ccccc1O | -1 | 32* | -1 | 0.3 | 1 | 3.1 | 4 | -8 | 22 |
| O=c1[nH]c(/C=C\c2cccc(Cl)c2)nc(O)c1[N+](=O)[O-] | 3 | -2 | 3 | -0.1 | 5 | 1.0 | 5 | 40* | 7 |
| Cc1noc2ncnc(Oc3ccc(C(C)(C)C)cc3)c12 | -3 | 2 | -2 | 0.2 | -1 | -1.6 | -2 | 10 | 0 |
| Cc1ccc(S(=O)(=O)Oc2ccc(/C=N/NC(=O)c3cccnc3)cc2)cc1 | 2 | 0 | -6 | 0.0 | 5 | 1.3 | -7 | 3 | -61 |
| Cc1cc(C)cc(N(CCC(=O)O)S(=O)(=O)c2ccc(Cl)cc2)c1 | 6 | 0 | -2 | -0.2 | 2 | 1.4 | 1 | -3 | 7 |
| CC1CN(CC(=O)Nc2nc3ccccc3s2)CC(C)O1 (centres undefined) | 2 | 2 | 0 | -0.1 | -4 | 2.7 | 5 | -3 | 8 |
| COc1cc(CCC(=O)Nc2ncc(C)s2)cc(OC)c1OC | 8 | 0 | -1 | -0.1 | 7 | -1.1 | -5 | 3 | -5 |
| Cc1cc(NC(=O)CSc2ncnc3sccc23)no1 | -1 | 0 | -2 | -0.1 | -1 | -4.2 | 3 | -1 | 2 |
| CCn1c(C)c(C(C)=O)c(N2CCC(C(N)=O)CC2)nc1=S | 5 | -1 | -4 | 0.0 | -8 | 0.4 | -2 | -6 | 5 |
| O=C(NNS(=O)(=O)Cc1ccccc1)c1ccc([N+](=O)[O-])cc1 | -2 | -5 | -2 | 0.0 | -6 | -0.3 | 1 | 5 | 27 |
| CCc1cccc(OCCCCNCCCOC)c1 | 3 | -2 | 2 | -0.4 | -12 | 2.0 | -3 | -6 | -3 |
| CCCN(Cc1cc2ccc(C)cc2[nH]c1=O)C(=O)c1cccnc1 | -14 | 4 | 0 | 0.0 | 5 | 1.1 | 2 | -10 | -3 |

These rows are one share of the data; rates above refer to the full screens.
